mcGAS inh: mouse cGAS inhibition by luminescence. Q8C6L5. recombinant cGAS, Kinase-Glo ATP depletion luminescence. inhibition, % at 12.5 µM. actives 0.15% (n = 160,000);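 further: 0% = negative control wells and 100% = reference inhibitor with no enzyme activity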
NPYLR7 ag: mosquito NPYLR7 agonism. HEK293T NPYLR7/Galpha15, GCaMP6s calcium fluorescence. activation, % at 10 µM. actives 0.15% (n = 270,000). AID 1259423; in the data active means activation above about 40%;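 further: 0% = vehicle and 100% = reference agonist at the receptor; some compounds past the cut are filed as inactive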
hcGAS lum: blocks human cGAS activity; recombinant h-cGAS, ATP depletion, Kinase-Glo luminescence; Q8N884; actives 0.081% (n = 290,000); inhibition, % at 12.5 µM; AID 1259398;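 further: 0% = vehicle reaction and 100% = reaction without DNA for no activity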
Target sequence (Q8N884 whole entry, looked up): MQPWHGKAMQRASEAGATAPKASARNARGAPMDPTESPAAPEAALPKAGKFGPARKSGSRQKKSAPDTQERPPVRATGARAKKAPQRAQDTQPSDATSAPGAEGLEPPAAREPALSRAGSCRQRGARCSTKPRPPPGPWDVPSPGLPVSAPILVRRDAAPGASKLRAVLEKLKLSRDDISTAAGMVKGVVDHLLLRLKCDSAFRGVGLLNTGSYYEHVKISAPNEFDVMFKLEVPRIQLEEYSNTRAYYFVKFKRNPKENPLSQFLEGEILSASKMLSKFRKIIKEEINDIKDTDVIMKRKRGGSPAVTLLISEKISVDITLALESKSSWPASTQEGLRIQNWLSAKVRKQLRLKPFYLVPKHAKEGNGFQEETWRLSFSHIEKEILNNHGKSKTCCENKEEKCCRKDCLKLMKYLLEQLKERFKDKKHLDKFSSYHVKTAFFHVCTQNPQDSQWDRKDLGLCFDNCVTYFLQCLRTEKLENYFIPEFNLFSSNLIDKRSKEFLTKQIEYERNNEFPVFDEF
The depositor's hits bear a star; x = not tested or not shown. Unless noted, no stated cut-off is given here; in the data, active means inhibition above about 40%; inactive means the rest.

Structure	hcGAS lum	NPYLR7 ag	mcGAS inh
Cc1cccc(C(=O)N(C)CCC=C2c3ccccc3CCc3ccccc32)c1	-11	-9	-2
CCN(CC)S(=O)(=O)c1ccc(Cl)c(C(=O)NC2CCCCCC2)c1	-4	5	x
O=C(C1CCN(c2ccccc2[N+](=O)[O-])CC1)N1CCCCCCC1	-2	-6	x
COc1ccccc1C(=O)N1CCC(C(NC(=O)c2ccccc2C)C(=O)N2CCCC2)CC1 (stereo not given)	-9	20	-6
Cn1cc(-c2nc(C(=O)OCC3CCCOC3)cs2)cn1 (stereo not given)	-3	1	-10
COc1ccc(-c2nc3cc(OC)c(OC)cc3c(=O)[nH]2)c(OC)c1	-5	-7	-17
O=C(CN1CCc2ccccc2C1CO)Nc1ccc(OC(F)F)cc1 (stereo not given)	-10	2	x
O=C(C(Br)=CNc1cc(Cl)ccc1Cl)C(F)(F)F	-3	23	x
COc1cc(NC(=O)C(C)N2CCN(c3ccc(C(F)(F)F)cn3)CC2)cc(OC)c1 (stereo not given)	-10	1	x
Cc1ccc(-n2cccn2)c(CN2CCN(Cc3ccsc3)C(CCO)C2)c1 (stereo not given)	-1	2	x
CN(C)c1ccc(/C=N\n2c(=O)c(C(C)(C)C)nn3cnnc23)cc1	-3	5	x
Cc1ccc(-n2nc(C)c3c(=O)[nH]c(C(F)(F)F)nc32)cc1	-4	4	-5
COCC(=O)N1CCN(S(C)(=O)=O)C[C@H]1C(=O)N[C@H]1CCCNC1=O	-3	-11	-6
CC(C)N(Cc1ccc(OS(=O)(=O)c2ccc(F)cc2)cc1)C(=O)c1ccc(Cl)cc1	-1	-10	0
O=C1CCc2cc(C3=NNC(=NCC(F)(F)F)SC3)c(F)cc2N1	-8	-2	x
CCOC(=O)C1CCN(Cc2nc(-c3ccccn3)no2)CC1	-9	11	x
O=C1NCC(=O)N2CCN(C(=O)CCc3cccnc3)CC12 (stereo not given)	-5	13	x
NC(=O)c1ccc(NC(=O)CCN2C(=O)c3cccc([N+](=O)[O-])c3C2=O)cc1	-2	-5	-1
Cc1ccccc1C(=O)Oc1ccc(/C=N\n2c(=O)c(C(C)(C)C)nn3cnnc23)cc1	-1	-4	x
CCN(CC)c1ccc(NC(=O)c2c3c(nn2C2CCS(=O)(=O)C2)CCC3)cc1 (stereo not given)	2	9	x
O=C(CCN1CCC2(C=Cc3ccccc32)CC1)Nc1cccnc1	-5	6	-12
N#Cc1c(-c2ccc(Br)cc2)c(C#N)c2nc3ccccc3n2c1N	-6	16	-3
Cc1c(C)[n+](=O)c(-c2ccco2)c(C)n1[O-]	4	-8	-4
Cc1cc(N2CCOCC2)ccc1NC(=O)NCCc1cc(F)cc2c1OCOC2	4	-2	x
O=S(=O)(c1cccc2c(S(=O)(=O)N3CCCC3)cccc12)N1CCCC1	-9	2	x
Cc1ccc(C(O)=C2C(=O)C(=O)N(CCCN(C)C)C2c2ccc([N+](=O)[O-])cc2)cc1 (stereo not given)	-14	12	-9
Cc1nc2ccccn2c(=O)c1NC(=O)CC(c1ccccc1)c1ccccc1	-13	4	x
CCCN1CCC(N(C)S(=O)(=O)C2Cc3ccccc3C2)CC1	-4	-1	x
Fc1ccc(CN2CCCn3cccc3C2c2cccc(C(F)(F)F)c2)cc1Cl (stereo not given)	-6	19	-6
CC1CCCN(Cc2cccc(C(=O)Nc3nccs3)c2)C1 (stereo not given)	-6	3	x
COCCN(CC(=O)N(CCc1ccc(OC)c(OC)c1)Cc1ccco1)C(=O)Nc1ccccc1OC	2	x	-4
Cc1cc(C)cc(-c2nc3ccccn3c2NC(=O)C2CCC2)c1	-12	-2	-10
Cc1cc(Cl)ccc1N=Cc1nc(-c2ccc(Br)cc2)oc1O	-2	-1	x
O=C(Nc1ccc(N2CCN(C(=O)c3ccc(Cl)cc3F)CC2)nc1)c1ccccc1F	1	24	-7
O=C(O)CC1CNCCN(C(=O)CCc2c[nH]c3ccccc23)C1 (stereo not given)	1	-2	x
O=C1CCC2(CCN1)CCN(C(=O)c1cn[nH]c1-c1cccs1)CC2	-9	x	-13
Cc1cccc(CN2CCN(C(=O)Cn3ccc(=O)[nH]c3=O)C(C)C2=O)c1 (stereo not given)	-11	x	-12
CCOC(=O)C(C)Oc1cc2occ(-c3nc(C)cs3)c(=O)c2cc1CC (stereo not given)	11	-6	-3
S=c1oc2ccc(Cl)cc2n1CN1CCCC1	2	1	2
CC1=NC2=C(C(=O)CC(c3ccccc3)C2)C(c2ccc(O)cc2)C1C(=O)OC1CCCC1 (stereo not given)	-3	4	-6
C=CC[C@@H]1CC=C[C@@H](C)N1C(=O)c1ccc(NC(=O)c2ccco2)c(C)c1	-1	2	-10
COCCN(CC(=O)N(Cc1ccc(F)cc1)Cc1ccco1)S(=O)(=O)c1ccc2ccccc2c1	-7	4	-6
COc1cccc(CC(=O)Nc2cnc3cnc(-c4ccc(Cl)cc4)cn23)c1	-2	-3	-1
O=C(Nc1ccc(Oc2ccccc2)cc1)c1cc2ccccc2oc1=O	3	0	-1
CCc1ncc2c(n1)CN(C(=O)Cn1cnc3ccccc3c1=O)C2	-1	-3	-8
CC(C)=CCOc1cccn2c(N(C)C(=O)CCC3CCCC3)c(C)nc12	-1	-4	-3
COC(=NCC1CC1)NC(=O)c1ccc(OC)cc1	-7	-4	-5
CSCCC(=O)NC(C)(C)c1ccc(C)cc1	-6	-4	x
O=C(c1ccc(N2CC[C@@H](c3ccc4c(c3)OCO4)[C@H](O)C2)nc1)N1CCCC1	-1	x	-2
C(=C\c1ccccc1)/Cn1nnc(-c2cccs2)n1	6	-7	x
Cc1ccc(C)c(OCC(=O)OCN2CCN(c3ccc(C(F)(F)F)cn3)CC2)c1	-22	16	4
CCCn1ncc(C(=O)NCCN2CCc3ccccc3C2)c1C	-6	21	-16
O=C(CSc1ncnc2c1nnn2Cc1ccccc1F)NC1CCCCC1	-7	17	0
COc1ccc(NC(=O)N2CC(=O)N3CCc4ccccc4C3C2)cc1OC (stereo not given)	-7	-7	-6
COCc1ccc(C(=O)NCC2(CN3CCN(C)CC3)CC2)s1	-11	x	-4
COc1ncnc(OC)c1C(=O)O	4	3	x
O=c1c(=Cc2ccc3c(c2)OCO3)sc2nc3ccccc3n12	-2	5	-6
Cc1nc2ccccc2n1C1CC(=O)N(c2ccc(Br)cc2)C1=O (stereo not given)	-7	-5	x
Cc1nc2c(C#N)c[nH]n2c(=O)c1CC(=O)NC(c1ccccc1)C(C)C (stereo not given)	-12	-3	x
Cc1ccccc1Oc1cc(N(C)Cc2ccccc2)ncn1	1	-13	-4

Rewritten as labelled records: part of the list above
mol: COc1cccc(CC(=O)Nc2cnc3cnc(-c4ccc(Cl)cc4)cn23)c1
  hcGAS lum: -2; NPYLR7 ag: -3; mcGAS inh: -1
mol: O=C(Nc1ccc(Oc2ccccc2)cc1)c1cc2ccccc2oc1=O
  hcGAS lum: 3; NPYLR7 ag: 0; mcGAS inh: -1

Remaining list, next part.
Structure	hcGAS lum	NPYLR7 ag	mcGAS inh
Cc1ccc(Cl)c(NC(=O)CSc2n[nH]c(C(C)C)n2)c1Cl	-3	0	-6
O=S(=O)(Nc1cccc(S(=O)(=O)N2CCOCC2)c1)c1ccc2c(c1)OCCO2	-6	3	x
CCn1ncc(C(CC(=O)c2ccccc2)CC(=O)c2ccccc2)c1C	-4	-4	-6
Cc1ccc(N(C)C(=O)Cc2ccc3ccccc3c2)cc1	-5	-9	x
CCOc1cccc2c1OC[C@@H]1CN(CCOC)C(=O)CCN(S(=O)(=O)c3ccccc3)[C@H]21	1	30	-5
O=C1NC(=S)N/C1=C\c1ccc(-c2ccccc2[N+](=O)[O-])o1	7	-2	17
CC(C(=O)O)n1c(-c2cccs2)n[nH]c1=S (stereo not given)	1	0	x
CCOC(=O)Nc1ccc(NC(C)C(=O)NC2CCC(C)CC2)cc1 (stereo not given)	5	0	-3
Cc1ccc(NC(=O)[C@@H]2C[C@H](C(=O)O)CN(C(=O)c3ccccc3Cl)C2)cn1	4	-1	x
CCCCCCCCCCCCCC(=O)NCC1CCN(c2nc(Cc3ccc(Cl)cc3)ns2)CC1	-1	2	-4
CCCCCC(=O)N1CCN(c2cc(Oc3ccc(Cl)c(C)c3)ncn2)CC1	-5	10	-6
O=C(NNC(=O)C12CC3CC(CC(C3)C1)C2)c1ccc(=O)[nH]n1	-5	-3	x
CCCCNC(=O)C1(C)CCCCN1C(=O)c1cccs1 (stereo not given)	3	-7	-2
N#CCc1cc(-c2ccc3c(c2)OCO3)on1	-7	-6	x
CN(C(=O)c1ccc(F)cc1Cl)C1CCCCC1S(C)(=O)=O (stereo not given)	1	-7	x
CCOC(=O)C(c1cccc(OC)c1)C1C=CC(NC(=O)c2ccc(-c3ccccc3)cc2)C1 (stereo not given)	-3	25	-4
CC1CCN(c2nc(NCc3cccnc3)nc(N3CCOCC3)n2)CC1	-5	-4	-5
O=C1NCCN2CCN(C(=O)CNS(=O)(=O)c3cccs3)CC12 (stereo not given)	0	5	-3
COc1ccc(S(=O)(=O)c2c[nH]c3ccc(OC)cc3c2=O)cc1	-7	5	-3
Cc1ccccc1C1=NOC(CN(Cc2cccc(Cl)c2)C(=O)c2cccc(F)c2)C1 (stereo not given)	4	3	-3
CC(C)NC(=O)c1cccc2c1CCCN2S(=O)(=O)c1cc(F)ccc1F	-5	0	-9
CCN(CC)C(=O)c1cc(NC(=O)Cc2ccccc2)ccc1N1CCCC1	-4	5	-8
Cc1ccc(CNC(=O)CC2CSc3nccc(=O)n32)cc1 (stereo not given)	-4	-3	x
CC(c1cccs1)N(C)C(=O)CC(=O)NC12CC3CC(CC(C3)C1)C2 (stereo not given)	1	-1	-1
Cc1cccc(-n2c(=O)c3ccccc3n(C(C)C(=O)NCc3cccc(C(F)(F)F)c3)c2=O)c1C (stereo not given)	-6	4	-8
O=C(c1ccc([N+](=O)[O-])cc1)N1CCN(c2nc(-c3ccccc3)c3cc(Cl)ccc3n2)CC1	-4	1	-4
CC1(C)Cc2c(cnn2-c2ccc(F)cc2)C(NC(=O)Cn2cnc3ccccc32)C1 (stereo not given)	-3	5	-11
NC(=O)C1CCN(C(=O)CCc2nc3ccccc3n2-c2ccccc2)CC1	-6	-2	x
Cc1ccc(Cc2ccccc2C(=O)N2CCn3c(C(N)=O)cnc3C2)cc1	-2	4	-18
CCOC(=O)N1CCN(C(=O)COC(=O)c2cc(Cl)c(O)c(Cl)c2)CC1	-2	-2	-1

Reprinted at random: 3 entries already listed.
Structure	hcGAS lum	NPYLR7 ag	mcGAS inh
COc1ccc(S(=O)(=O)c2c[nH]c3ccc(OC)cc3c2=O)cc1	-7	5	-3
O=S(=O)(Nc1cccc(S(=O)(=O)N2CCOCC2)c1)c1ccc2c(c1)OCCO2	-6	3	x
Cc1ccc(NC(=O)[C@@H]2C[C@H](C(=O)O)CN(C(=O)c3ccccc3Cl)C2)cn1	4	-1	x

Additional compounds.
Structure	hcGAS lum	NPYLR7 ag	mcGAS inh
COCCNc1ncnc2c1c(-c1ccccc1)cn2-c1cccc(Cl)c1	-8	-1	-9
COC(=O)C(C)(Cc1ccccc1)NC(=O)C1CC(=O)N(N(C)c2ccccc2)C1 (stereo not given)	-7	-6	-4
COc1ccc(CN(CCc2c[nH]c3ccccc23)C(=O)CN(CC(C)C)C(=O)Nc2ccc(Br)cc2)cc1OC	-3	5	-4
CC1(NC(=O)Cn2cc(C(F)(F)F)ccc2=O)CCS(=O)(=O)C1 (stereo not given)	-4	7	x
c1ccc(C(c2ccccc2)c2noc3c2CN(C2CCSC2)CC3)cc1 (stereo not given)	-8	9	-8
CC(C)C(NCC(O)COc1ccccc1)c1nc(-c2ccc([N+](=O)[O-])cc2)no1 (stereo not given)	-4	12	-4
O=C(c1sccc1Cl)N1CCOc2ccc(CN3CCN(c4ccccn4)CC3)cc2C1	-7	15	-12
O=C(COc1cccc2cccnc12)NCC1CCCCC1	1	2	x
Cc1ccccc1C(=O)Nc1ccnn1C1CCN(C(=O)c2cnccn2)CC1	-5	4	-12
Cc1c(C(=O)NCCN(C)C)sc(=O)n1Cc1ccc(F)c(Cl)c1	-3	11	x

Molecules shown so far with an NH in an aromatic ring, in the order listed:
Structure	hcGAS lum	NPYLR7 ag	mcGAS inh
COc1ccc(-c2nc3cc(OC)c(OC)cc3c(=O)[nH]2)c(OC)c1	-5	-7	-17
Cc1ccc(-n2nc(C)c3c(=O)[nH]c(C(F)(F)F)nc32)cc1	-4	4	-5
O=C(O)CC1CNCCN(C(=O)CCc2c[nH]c3ccccc23)C1 (stereo not given)	1	-2	x
O=C1CCC2(CCN1)CCN(C(=O)c1cn[nH]c1-c1cccs1)CC2	-9	x	-13
Cc1cccc(CN2CCN(C(=O)Cn3ccc(=O)[nH]c3=O)C(C)C2=O)c1 (stereo not given)	-11	x	-12
Cc1nc2c(C#N)c[nH]n2c(=O)c1CC(=O)NC(c1ccccc1)C(C)C (stereo not given)	-12	-3	x
Cc1ccc(Cl)c(NC(=O)CSc2n[nH]c(C(C)C)n2)c1Cl	-3	0	-6
CC(C(=O)O)n1c(-c2cccs2)n[nH]c1=S (stereo not given)	1	0	x
O=C(NNC(=O)C12CC3CC(CC(C3)C1)C2)c1ccc(=O)[nH]n1	-5	-3	x
COc1ccc(S(=O)(=O)c2c[nH]c3ccc(OC)cc3c2=O)cc1	-7	5	-3
COc1ccc(CN(CCc2c[nH]c3ccccc23)C(=O)CN(CC(C)C)C(=O)Nc2ccc(Br)cc2)cc1OC	-3	5	-4

Compound activity: PubChem, Fisher Drug Discovery Resource Center

Compounds as they come; 0.26% or so of the library scored in one or more.
